MOR-DOR inv ag: inverse agonist of human OPRM1-OPRD1 heterodimerization; P35372+P41143; cell-based MOR-DOR heterodimer luminescence, inverse agonism; inhibition, % at 9.3 µM; 0.21% of 340,000 active; AID 504357; in the data active means inhibition above about 22%, passing the limit was not always enough;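 further: 0% = cells with DMSO and 100% = wells without cells with DMSO; values of inactives mirror those of a sister screen read the other way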
DSG3 Ab inh: inhibitors of pemphigus antibody binding to human desmoglein-3. 0.48% of 310,000 active. binding (percent of control), % at 10 µM. P32926. DSG3-coupled beads, scFv-anti-DSG3-GFP binding, flow cytometry; hits give low values. AID 588358;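 active means binding more than 3 SD below its plate's average and above zero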;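 further: hits lower antibody fragment binding to DSG3; some compounds called inactive have numbers as strong as hits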
V-ATPase pHluor: regulators of yeast V-ATPase proton transport; response, % at 10 µM; 0.37% of 350,000 active; S. cerevisiae, pHLuorin cytosolic pH fluorescence; AID 504577; in the data active means response mostly above about 7.3%, no sharp cut-off; inactive means mostly below about 5.4%; further: actives read high; inactives centre near 0; some compounds called inactive have numbers as strong as hits; reference of the scale not given here
PKA-R1A activ: PKA-R1A complex activation; P00514+P68181; PKA-R1A dissociation, Cy5-IP20 fluorescence polarization; scaled: DMSO 0%, 113 µM cGMP 100%; activation, % at 11.4 µM; 0.083% of 340,000 active; AID 504707;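 active means percent activation above the mean of all tested compounds plus 3 SD, cut at about 19% in these data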;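 further: higher means more PKAc released from R1A so a rise in polarization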
PKA-R2B activ: PKA-R2B complex activation | P22694+P31323 | PKA-R2B holoenzyme dissociation, Cy5-IP20 fluorescence polarization; R2B truncated from residue 108, S112A mutant; 0% DMSO only, 100% 113 µM cGMP | activation, % at 11.4 µM | 0.079% of 340,000 active | AID 504700;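 active means activation above a cutoff set at the mean over all compounds plus 3 SD, cut at about 18% in these data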;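 further: higher means more holoenzyme dissociation and a rise in polarization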
Target sequence (P31323 whole entry, looked up, other chains not shown, the tested form may be a part): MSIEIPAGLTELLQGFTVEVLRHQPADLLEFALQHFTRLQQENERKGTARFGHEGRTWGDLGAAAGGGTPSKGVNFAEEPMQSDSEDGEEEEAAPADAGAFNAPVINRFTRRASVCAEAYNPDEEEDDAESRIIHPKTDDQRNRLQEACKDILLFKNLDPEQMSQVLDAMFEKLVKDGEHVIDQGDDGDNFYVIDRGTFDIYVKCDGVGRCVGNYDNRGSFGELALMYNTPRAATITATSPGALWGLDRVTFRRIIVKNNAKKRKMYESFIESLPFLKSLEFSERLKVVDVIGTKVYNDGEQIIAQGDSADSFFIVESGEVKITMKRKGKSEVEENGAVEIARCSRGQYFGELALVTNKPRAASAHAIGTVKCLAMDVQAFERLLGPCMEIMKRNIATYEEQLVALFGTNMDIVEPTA
DAGLB inhibitor: blocks human DAGLB lipase activity; HEK293T DAGLB membrane lysate, EnzChek fluorogenic substrate; inhibition, % at 5.17 µM; 0.059% of 340,000 active; AID 504411; in the data active means inhibition above about 34%;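 further: 0% = enzyme with vehicle and 100% = wells lacking enzyme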
OPRM1-OPRD1 ag: agonists of human mu-delta opioid receptor heterodimerization; P35372+P41143; cells, OPRM1-OPRD1 heterodimerization, luminescence; activation, % at 9.3 µM; 0.3% of 340,000 active; AID 504326; in the data active means activation above about 18%;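 further: 0% = vehicle-treated cells and 100% = reference agonist; values of inactives mirror those of a sister screen read the other way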
Arr AP2 block: human beta-arrestin and AP2 interaction inhibition. FITC-arrestin peptide / GST-AP2 beads, flow cytometry; AP2 beta2 appendage carries R879A mutation. inhibition, % at 10 µM. 0.31% of 340,000 active. AID 504490;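 active means inhibition above a set limit, near 3 SD of compounds lacking own fluorescence, cut at about 54% in these data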;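 further: plate controls were DMSO wells for no effect and 5 µM unlabelled arrestin peptide for full effect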
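Material – AP2 appendage R879A on GSH beads · Buffer or medium – PBS with 0.05% Tween 20 and 0.1% BSA · Probe or stimulus – fluorescein-tagged arrestin peptide at 50 nM final · Incubation – compound with beads 12 min RT, then probe 1 h RT · Detection – high-throughput flow cytometry of beads, ex 488, em 535 nm · Evaluation – percent response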
HTR5A ag ctr: activates human HTR5A in OPRM1-OPRD1 agonist counter-screen; P47898; HTR5A agonist assay, luminescence, cell-based; activation, % at 9.3 µM; 0.61% of 340,000 active; AID 504692; in the data active means activation mostly above about 9.5%, no sharp cut-off; inactive means mostly below about 7.6%;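 further: 0% = cells with vehicle only and 100% = reference agonist; strong numbers were not always called active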
HTR5A inv ag: counter-screen for OPRM1-OPRD1 inverse agonists: human HTR5A inverse agonism. P47898. HTR5A cell line, luminescence. inhibition, % at 9.3 µM. 0.083% of 340,000 active. AID 504634; in the data active means inhibition mostly above about 23%, no sharp cut-off; inactive means mostly below about 18%;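 further: 0% = cells with DMSO and 100% = no-cell wells with DMSO; some compounds called inactive have numbers as strong as hits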
Numbers without * were called inactive; nt = no result given.

(1) COc1cc(NC(=O)c2cc(C)nc3ccccc23)cc(OC)c1OC
(2) CCCCN(C)Cc1c(C)[nH]c2ccc(Cl)cc2c1=O
(3) Cc1ccc(OCC(=O)NC2CCSc3ccccc32)cc1 (configuration not stated)
(4) COc1ccccc1CC(=O)NN1C(=O)c2ccccc2C1=O
(5) Cc1ccc(CNCC2CCCO2)o1 (configuration not stated)
(6) Cc1oc(-c2ccc(Cl)cc2)nc1CS(=O)CC(=O)NCc1ccccc1 (configuration not stated)
(7) CC(=O)C1=C(C)NC(SCC(N)=O)=C(C#N)C1CC(C)C (configuration not stated)
(8) O=C(Oc1coc(CSc2ncccn2)cc1=O)c1cccc([N+](=O)[O-])c1

compound no.,1,2,3,4,5,6,7,8
MOR-DOR inv ag,-1,6,-28,8,14,5,13,6
DSG3 Ab inh,99,99,102,91,100,67*,84,98
V-ATPase pHluor,-1,-1,-2,-10,0,0,-1,6
PKA-R1A activ,-7,-8,1,9,-2,-8,1,6
PKA-R2B activ,10,0,-8,-8,0,-4,-9,3
DAGLB inhibitor,-1,-4,-2,-2,2,-2,-4,-2
OPRM1-OPRD1 ag,0.2,-1.1,4.4,-1.6,-2.6,-1.0,-2.7,-1.1
Arr AP2 block,-6,-1,-3,5,6,27,35,-11
HTR5A ag ctr,-1,3,5,-4,3,3,1,-3
HTR5A inv ag,2,-3,-14,5,-9,1,-3,4

Two compounds drawn at random from those above, as already listed:
(6) Cc1oc(-c2ccc(Cl)cc2)nc1CS(=O)CC(=O)NCc1ccccc1 (configuration not stated)
(2) CCCCN(C)Cc1c(C)[nH]c2ccc(Cl)cc2c1=O

compound no.,6,2
MOR-DOR inv ag,5,6
DSG3 Ab inh,67*,99
V-ATPase pHluor,0,-1
PKA-R1A activ,-8,-8
PKA-R2B activ,-4,0
DAGLB inhibitor,-2,-4
OPRM1-OPRD1 ag,-1.0,-1.1
Arr AP2 block,27,-1
HTR5A ag ctr,3,3
HTR5A inv ag,1,-3

Results in HTR5A ag ctr (5 entries from above):
nr | compound | HTR5A ag ctr
4 | COc1ccccc1CC(=O)NN1C(=O)c2ccccc2C1=O | -4
3 | Cc1ccc(OCC(=O)NC2CCSc3ccccc32)cc1 (configuration not stated) | 5
5 | Cc1ccc(CNCC2CCCO2)o1 (configuration not stated) | 3
6 | Cc1oc(-c2ccc(Cl)cc2)nc1CS(=O)CC(=O)NCc1ccccc1 (configuration not stated) | 3
2 | CCCCN(C)Cc1c(C)[nH]c2ccc(Cl)cc2c1=O | 3

Further structures
(9) CCC1CCCCN1c1nc2c(C=O)c(C)nn2c2ccccc12 (configuration not stated)
(10) Cc1ccc(NC(=O)CSc2nc(C)c(C)c(C)n2)c([N+](=O)[O-])c1
(11) Cc1cccc(-c2n[nH]c(S(C)(=O)=O)c2C#N)c1
(12) COCCCNS(=O)(=O)c1ccc(S(=O)(=O)N2CCCC2)cc1
(13) O=C(COC(=O)c1ccc[nH]c1=O)Nc1ccc(S(=O)(=O)N2CCCC2)cc1
(14) CCOc1cc(CNn2cnnc2)cc(Br)c1OCC(=O)NC1CCCCC1
(15) O=C(CCNC(=O)c1ccc([N+](=O)[O-])cc1)Nc1ccc(F)cc1F
(16) Cc1nn(CC(=O)Nc2ccc(N(C)C)cc2)c(C)c1[N+](=O)[O-]

compound no.,9,10,11,12,13,14,15,16
MOR-DOR inv ag,-2,8,15,8,5,4,-6,13
DSG3 Ab inh,99,108,106,95,99,100,107,91
V-ATPase pHluor,2,2,2,2,0,4,-2,2
PKA-R1A activ,-12,-13,-14,0,-5,-2,-3,-5
PKA-R2B activ,-2,-7,-8,-8,-1,4,6,-13
DAGLB inhibitor,-6,-2,3,-1,0,3,3,-4
OPRM1-OPRD1 ag,0.3,-1.7,-3.0,-1.4,-0.9,-0.8,1.2,-2.1
Arr AP2 block,6,25,-21,1,4,-1,10,2
HTR5A ag ctr,-2,1,6,-6,4,-2,7,4
HTR5A inv ag,4,5,-2,-27,-12,-3,-27,-2

(17) C/C(=N\NC(=O)c1cccc(S(=O)(=O)N2CCCC2)c1)c1ccc(OCC(=O)N(C)C)cc1
(18) CC(C)Oc1ccc(C2CC(=O)N(c3ccc(N(C)C)cc3)C2=O)cc1 (configuration not stated)
(19) COCCCNC(=O)C1CCN(C(=O)c2cc3sccc3n2Cc2ccc(F)cc2)CC1
(20) COc1ccc(OC)c(C(=O)COC(=O)CNC(=O)c2ccccc2)c1
(21) Cc1ccccc1S(=O)(=O)Cc1ccc(C(=O)NC(C)c2ccc3c(c2)OCCO3)o1 (configuration not stated)
(22) C/C(=N\NC(=O)c1cccc2ccccc12)c1ccccn1
(23) O=C(COC(=O)c1ccncc1)c1ccccc1
(24) O=C(C[n+]1cc(-c2ccc(Cl)cc2)n2c1CCC2)N1c2ccccc2Sc2ccccc21

compound no.,17,18,19,20,21,22,23,24
MOR-DOR inv ag,18,-18,10,21,20,34,9,10
DSG3 Ab inh,101,77*,93,105,106,115,nt,107
V-ATPase pHluor,-4,-5,-3,-2,1,2,2,2
PKA-R1A activ,-1,2,-4,-20,-7,4,5,-5
PKA-R2B activ,-8,-2,-10,-6,5,1,5,4
DAGLB inhibitor,-2,2,-1,-2,-3,3,-1,4
OPRM1-OPRD1 ag,-3.6,3.2,-1.9,-4.5,-4.0,-6.1,-2.0,-1.8
Arr AP2 block,25,1,-11,0,-4,-8,42,2
HTR5A ag ctr,5,-10,2,-5,-1,1,-1,5
HTR5A inv ag,5,12,-31,-5,3,-8,3,-17

This is a random part of the collection; any-hit rate near 2.4%.
